Source: PubChem BioAssay (Fisher Drug Discovery Resource Center)
mcGAS MS inh – mouse cGAS inhibition by mass spec. inhibition, % at 12.5 µM. recombinant mouse cGAS, cGAMP by RapidFire MS. hit rate 0.18% among 130,000. Q8C6L5;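 active means inhibition of cGAS enzyme activity at or above 60%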;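 further: enzyme stimulated by 45 bp dsDNA with ATP and GTP substrates; cGAMP share of summed cGAMP plus half ATP and half GTP signals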
Target sequence (Q8C6L5 whole entry, looked up): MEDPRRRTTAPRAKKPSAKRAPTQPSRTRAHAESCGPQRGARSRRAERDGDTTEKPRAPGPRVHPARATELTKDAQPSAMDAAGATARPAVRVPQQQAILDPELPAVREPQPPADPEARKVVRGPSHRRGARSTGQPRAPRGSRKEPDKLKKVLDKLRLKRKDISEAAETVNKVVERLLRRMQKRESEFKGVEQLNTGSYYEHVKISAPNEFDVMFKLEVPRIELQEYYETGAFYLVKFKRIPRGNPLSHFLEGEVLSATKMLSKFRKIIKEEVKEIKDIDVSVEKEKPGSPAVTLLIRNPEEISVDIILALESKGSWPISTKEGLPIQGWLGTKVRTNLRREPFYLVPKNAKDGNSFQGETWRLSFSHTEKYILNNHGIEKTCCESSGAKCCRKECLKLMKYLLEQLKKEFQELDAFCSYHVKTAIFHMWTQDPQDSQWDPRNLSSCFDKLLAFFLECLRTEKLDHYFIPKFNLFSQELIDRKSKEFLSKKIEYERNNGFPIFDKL
* = called active by the depositor; & = joins results of further samples.

SMILES	mcGAS MS inh
COC(=O)C1(C)CC2NC3C(c4ccccc42)c2ccccc2N31 (stereo unspecified)	-2
FC(F)(F)c1cc(-c2ccco2)nc(-n2cc(Cl)cn2)n1	-4
C/C(=C\c1ccc(C)cc1)C(=O)c1ccccc1	-8
Cc1ccc2c(C)c(C(=O)N3CCC(Cc4nnc(CO)n4C)CC3)oc2c1	-12
COC(=O)c1ccc(CN(Cc2ccc(OC)cc2)C2CC2)o1	-6
COc1cc(NC(=O)CCC2CCCN(C(=O)c3ocnc3C)C2)cc(OC)c1 (stereo unspecified)	-7
N=c1oc2c([N+](=O)[O-])cc(Cl)cc2cc1-c1nc2ccccc2s1	1
CCCCOC1CC(N(C)C(=O)Cc2cccnc2)C1(C)C (stereo unspecified)	-4
CCN1CCN(C(C)(C)CNc2nc(C)cc(C3CCC3)n2)CC1	-10
Cc1cccc2c(=O)c(-c3ccc4c(c3)OCO4)c(NC(=O)C(C)C)oc12	-1
C=CCN1CC(C(=O)N(CC=C)Cc2ccccc2C)CCC1=O (stereo unspecified)	-7
CCn1c(C)nnc1SCCNC(=O)c1csc(C)n1	-13
O=C(NC1Cc2ccccc2C1)C1CCN(Cc2c(-c3ccco3)nc3ncccn23)CC1	-3
CCn1c(C2CCCNC2)nn(CCCn2cnnn2)c1=O (stereo unspecified)	-9
CCOCC(=O)Nc1c(C)nc2ccccn2c1=O	-8
Cc1ccc(CN2CCN(Cc3ccc(F)cc3F)CC2CCO)o1 (stereo unspecified)	-9
COc1cccc(F)c1C(=O)Nc1ccn(C)n1	-11
CCOC(=O)C1COc2cc(-c3oc4ccccc4c(=O)c3C)ccc2O1 (stereo unspecified)	-7
Cc1ccc(C(=O)NCCc2cc3ccc(C)c(C)c3[nH]c2=O)cc1C	-3
CCc1ncn(C)c1NC(=O)CCS(=O)(=O)c1ccc(C)cc1	-11
CCN(Cc1noc(C)n1)C(=O)CC1CCc2ccccc21 (stereo unspecified)	-14
O=S(=O)(c1ccc(F)cc1)N1CCN(c2cc(Cl)ccc2Cl)CC1	-24
COc1ccc(Cl)cc1-c1ccc2c(c1)COCC(=O)N2C(C)C	-15
Cc1nc(NCCNC(=O)Nc2cccc(Cl)c2C)cc(N(C)C)n1	1
CC(C)N(C)CCCCNS(=O)(=O)c1ccc(Br)s1	-3
CCc1[nH]nc(NC(=O)c2cc(-n3cccn3)ccn2)c1C	-9
CSCC(C)OC(=O)c1cc(-n2cccn2)ccn1 (stereo unspecified)	4
O=C(c1cc(CN2CCOCC2)on1)N(Cc1ccccc1Cl)C1CC1	-12
COc1ccc(-c2ccc(C3NCCc4[nH]cnc43)cc2)cn1 (stereo unspecified)	-16
CCc1ncc(C(=O)NC(c2ccccc2)c2ccco2)cn1 (stereo unspecified)	-15

Some of the entries so far, field by field.
CCc1ncn(C)c1NC(=O)CCS(=O)(=O)c1ccc(C)cc1
- mcGAS MS inh: -11
CCN(Cc1noc(C)n1)C(=O)CC1CCc2ccccc21 (stereo unspecified)
- mcGAS MS inh: -14
O=S(=O)(c1ccc(F)cc1)N1CCN(c2cc(Cl)ccc2Cl)CC1
- mcGAS MS inh: -24
COc1ccc(Cl)cc1-c1ccc2c(c1)COCC(=O)N2C(C)C
- mcGAS MS inh: -15

Some of the entries above in another layout:
SMILES,mcGAS MS inh
COc1ccc(-c2ccc(C3NCCc4[nH]cnc43)cc2)cn1 (stereo unspecified),-16
CC(C)N(C)CCCCNS(=O)(=O)c1ccc(Br)s1,-3
O=S(=O)(c1ccc(F)cc1)N1CCN(c2cc(Cl)ccc2Cl)CC1,-24

(listing goes on)
SMILES	mcGAS MS inh
COCc1nc(N(C)Cc2cc(-c3cccnc3)no2)c2cnn(C)c2n1	5
Cc1nc(N2CCOCC2)sc1C(=O)NNS(=O)(=O)c1cccc(F)c1	-7
Cc1nc(-n2ncc(C#N)c2N)c2cnn(-c3ccccc3)c2n1	45
Cc1c(-c2ccc(Cl)cc2)nc2n1CCCC2	-7
O=S(=O)(NC1CCCCCCC1)c1ccc(Cl)cc1	48
Cc1ccc(N2CCN(C(=O)c3ccccc3N3CCC(N)CC3)CC2)cc1C	-5
C=CC[C@@H]1CC=C[C@@H](c2ccccc2)N1C(=O)c1ccc(NC(C)=O)nc1	-15
N#Cc1cc2c(cc1NS(=O)(=O)c1ccc(-c3ccccc3)cc1)OCO2	-14
N#Cc1c(F)cccc1NC1CCN(C(=O)c2ccoc2)CC1	-3
CCc1ccc(C=c2sc(=C(C#N)C#N)n(C)c2=O)cc1	-3
Cc1ccsc1CN(C)Cc1coc2ccccc2c1=O	-8
O=c1c2c(F)c(F)c(F)c(F)c2on2c3c(nc12)CCCC3	1
CC(=O)N1CCc2c(nc(-c3cccnc3)nc2NCCc2ncc[nH]2)C1	-18
O=C(O)c1ccc(-c2c(C(F)(F)F)oc3cc(O)ccc3c2=O)cc1	-9
C=CCN(C(=O)C1CCc2ccccc2C1)C(C)C (stereo unspecified)	4

By substructure, the entries above containing a cyano group.
SMILES	mcGAS MS inh
Cc1nc(-n2ncc(C#N)c2N)c2cnn(-c3ccccc3)c2n1	45
N#Cc1cc2c(cc1NS(=O)(=O)c1ccc(-c3ccccc3)cc1)OCO2	-14
N#Cc1c(F)cccc1NC1CCN(C(=O)c2ccoc2)CC1	-3
CCc1ccc(C=c2sc(=C(C#N)C#N)n(C)c2=O)cc1	-3

Continuation.
SMILES	mcGAS MS inh
O=c1cc(C(F)(F)C(F)(F)C(F)(F)C(F)(F)F)nc(-c2ccccc2)[nH]1	-4
O=C(c1ccnc(-c2ccc(-c3ccn[nH]3)cc2)c1)N1CCCCC1	-18
Nc1cc(-n2cnnc2)ccc1Cl	-8
Cc1ccc(-n2nc3c(c2NC(=O)c2ccc4ccccc4c2)CS(=O)(=O)C3)cc1	-10
CC(O)CNc1nccc(CCC(F)(F)F)n1 (stereo unspecified)	-9
O[C@@H]1CN(Cc2cccc3[nH]ccc23)CC[C@H]1c1ccc(F)cc1	-27
CC(C)N(C)c1ccc(NC(=O)c2ccc[nH]c2=O)cc1F	-11
CS(=O)(=O)N1CCn2c1nc1ccccc12	10
O=C(Nc1cccc2ccccc12)N(C1=NCCS1)c1ccccc1	-19
Cn1ccnc(NC(COc2ccccc2F)c2ccccc2)c1=O (stereo unspecified)	5
COc1ccc(CNc2ccccc2-n2cccn2)cc1C	-1
Nc1nnc(SCc2cc3c(cc2Cl)OCO3)s1	-9
CN1CCN2CCN(Cc3cccc4nsnc34)CC2C1=O (stereo unspecified)	-53
COc1ccc(C(C2Sc3nc(C)nn3C2=O)N2CCN(C)CC2)cc1 (stereo unspecified)	-4
c1cn(-c2ccc3cn[nH]c3c2)c(-c2ccc(C3CCCCO3)o2)n1 (stereo unspecified)	-4
COC(=O)C1=C(N)N(c2ccc(N3CCCCC3)cc2)C(=O)C1	-5
c1cnn(-c2nc(N3CCOCC3)nc(N3CCOCC3)n2)c1	10
CCN(CC)C(=O)Cn1c(-c2ccoc2)nc(C)c1C	-9
O=C(O)c1c(Cl)nc(Br)n1-c1ccccc1	-16&0
CN(Cc1ccccc1)C1(CNC(=O)c2ccnn2C)Cc2ccccc2C1	-4
Cc1ccc(-c2ccc(=O)n(CCN3CCCCC3)n2)cc1	-12
Cc1ccc(-n2ncc3c(=O)n(NC(=O)c4c(F)cccc4Cl)cnc32)cc1C	-2
CCN(CC(=O)NC(C)(C)C)C(=O)Cn1c(=O)c2c(ncn2C)n(C)c1=O	-8
CN(C)CCCNCCP(=O)(c1ccccc1)c1ccccc1	2
NS(=O)(=O)c1ccc(CCNC(=O)Cn2c3c(c4ccccc42)CCC3)cc1	-5
N=c1c2c(-c3ccccc3)c(-c3ccccc3)n(Cc3ccco3)c2ncn1CCCN1CCOCC1	4
COC(=O)CSCCOc1ccc(OCCSCC(=O)OC)cc1	-5
COC(=O)c1sc2nc(C)nc(N3CCC(C(=O)OC)CC3)c2c1C	-3
CCOC(=O)Cn1c(=O)c2c(nc3n(CCOC)c(C)cn23)n(C)c1=O	0
N#CCc1nc2ccccc2o1	-10

Individual results from above:
`N=c1c2c(-c3ccccc3)c(-c3ccccc3)n(Cc3ccco3)c2ncn1CCCN1CCOCC1` in mcGAS MS inh shows 4
`COC(=O)CSCCOc1ccc(OCCSCC(=O)OC)cc1` in mcGAS MS inh shows -5
`Cc1ccc(-c2ccc(=O)n(CCN3CCCCC3)n2)cc1` in mcGAS MS inh shows -12
`O=C(O)c1c(Cl)nc(Br)n1-c1ccccc1` in mcGAS MS inh shows -16&0
`Cc1ccc(-n2ncc3c(=O)n(NC(=O)c4c(F)cccc4Cl)cnc32)cc1C` in mcGAS MS inh shows -2
`N#CCc1nc2ccccc2o1` in mcGAS MS inh shows -10

More compounds follow:
SMILES	mcGAS MS inh
O=C(CCSCCC(=O)NCc1ccco1)NCc1ccco1	-4
Cc1c(N)c(=O)n(-c2ccccc2)n1C	-9
Cc1nnc(SCCn2c(N(C)Cc3ccccc3)nc3c2c(=O)n(C)c(=O)n3C)s1	0
O[C@H]1C[C@@H]2CN(Cc3cccc(Oc4ccccc4)c3)C[C@@H]2C[C@@H]1O	-33
NS(=O)(=O)N1CCN(Cc2ccc(F)c(Br)c2)CC1	-7
Cc1ccccc1Nc1nc(-c2cnc(N3CCCCC3)nc2C)cc(=O)[nH]1	0
Cc1ccc(CN2CCN(C(=O)Cn3nnnc3CN3CCOCC3)CC2=O)cc1	-9
Cn1nc(-c2ccc(F)cc2)c2cc(C(=O)NCCNC(=O)c3ccc(F)cc3)sc21	0
CCc1ccc(CNCc2cn(-c3ccccc3)nc2-c2ccc(OC)cc2F)nc1	-8
COc1ccc(-n2nc(C(=O)O)c(=O)n(Cc3cccc(F)c3)c2=O)cc1OC	-12
O=C1CCC(C(=O)N2CCN(C3CCCCC3)C(=O)C2)CN1CCc1ccc(Cl)cc1 (stereo unspecified)	-12
CCNC(=O)CSc1ncnc2c1nnn2CC	1
CC(C)CNC(CC(=O)Nc1cc(Cl)ccc1Cl)C(=O)O (stereo unspecified)	-3
Cc1cccc(N2C(=O)c3cccc4cccc(c34)C2=O)c1	0
c1ccc2c(NCC3CCCO3)nc(N3CCCCC3)nc2c1 (stereo unspecified)	-7
CN1CCCC1=NS(=O)(=O)c1ccc(NC(=O)C2CC(=O)Nc3ccccc32)cc1 (stereo unspecified)	-4
CC(=O)c1ccc(N2CCN(C(=O)C3CCCN3C(=O)OC(C)(C)C)CC2)cc1 (stereo unspecified)	1
Cc1cccc(C(C)NC(=O)NCCS(C)(=O)=O)c1C (stereo unspecified)	-1
CSc1cccc(NC(=O)CN2CCCCC2)c1	-9
CC(C)CN(C)Cc1nc2c(cnn2-c2ccccc2)c(=O)[nH]1	1
O=C(CN1CCCC(CCc2ccccc2C(F)(F)F)C1)N1CCOCC1 (stereo unspecified)	-15
Cc1ccc(C(C)(C)C)cc1S(=O)(=O)Nc1ncnc2sccc12	-1
O=S(=O)(NCc1ccccc1)Nc1ccc(CCN2CCCC2)cc1	-38
Cc1cn2c3c(=O)n(Cc4ccc(F)cc4)c(=O)n(C)c3nc2n1C(C)C	-4
CCC(CC)NC(=O)COC(=O)C1=CC=CN2CCS(=O)(=O)N=C12	-6
O=C(Oc1ccc2sc(=O)oc2c1)c1ccco1	-8
Cc1nn(CC(=O)N2CCOCC2)c(C)c1S(=O)(=O)N1CCOCC1	-6
COc1ccc(-c2cc(C)ccc2OCC(N)=O)cc1OC	47
Cc1ccsc1C(=O)N1CCC1(C)C(=O)Nc1cc(C(C)(C)C)on1 (stereo unspecified)	-18
CC(C(=O)N1CCc2c(nc(-c3ccccc3)[nH]c2=O)C1)n1ccnc1 (stereo unspecified)	-33
CN(C(=O)c1ccc(NC2CC2)nc1)c1ccc(C(C)(C)C)cc1	-33
O=C(CN1CCc2[nH]ncc2C1)NCc1ccccc1F	-5
CCCC(C#N)NC(=O)Cn1c(-c2ccc(C)cc2)n[nH]c1=S (stereo unspecified)	-15

These rows are one share of the data. The share of hits here may be higher or lower than overall.
